# Bioassay records deposited in PubChem by The Scripps Research Institute Molecular Screening Center.
# TEAD-YAP block – TEAD-YAP interaction inhibition; AID 1259422; inhibition, % at 9.12 µM; hit rate 1.4% among 640,000; HEK-TIYL cells, TEAD-Gal4/YAP UAS-luciferase luminescence; in the data active means inhibition above about 32%;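 further: 0% = median of test compound wells and 100% = reference inhibitor wells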
# FBW7 act – activators of human E3 ligase FBW7 | Q969H0 | AlphaScreen FBW7–phospho-cyclin E peptide binding, activator screen | normalized activity (activation), % at 26.1 µM | hit rate 0.13% among 650,000 | AID 1259310; in the data active means normalized activity above about 1.9%;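 further: purified mutant Fbw7 with reduced substrate affinity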
# MITF primary – inhibitors of human MITF | O75030 | AlphaScreen MITF homodimerization, bead proximity signal | inhibition, % at 2.6 µM | hit rate 0.91% among 650,000 | AID 1259374; in the data active means inhibition above about 50%;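 further: 0% = vehicle wells with protein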
# Target sequence (O75030 whole entry, looked up): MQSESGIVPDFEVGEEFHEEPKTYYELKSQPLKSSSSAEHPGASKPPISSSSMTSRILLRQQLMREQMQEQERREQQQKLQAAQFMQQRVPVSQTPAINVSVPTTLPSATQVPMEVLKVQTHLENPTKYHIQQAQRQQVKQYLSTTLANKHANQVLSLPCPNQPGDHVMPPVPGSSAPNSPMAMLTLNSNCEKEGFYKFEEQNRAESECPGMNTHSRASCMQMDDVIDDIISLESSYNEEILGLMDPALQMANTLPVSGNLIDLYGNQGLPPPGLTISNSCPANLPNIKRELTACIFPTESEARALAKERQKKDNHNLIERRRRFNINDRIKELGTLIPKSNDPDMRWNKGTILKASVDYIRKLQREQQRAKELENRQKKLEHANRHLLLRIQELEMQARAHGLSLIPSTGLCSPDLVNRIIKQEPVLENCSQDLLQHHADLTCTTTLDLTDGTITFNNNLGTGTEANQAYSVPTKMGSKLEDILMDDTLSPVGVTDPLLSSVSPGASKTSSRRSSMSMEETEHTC
# GPR151 ag – activators of human GPR151. PathHunter beta-arrestin GPR151 cells, luminescence. activation, % at 11.2 µM. hit rate 1% among 650,000. AID 1508602; in the data active means activation above about 4.9%;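 further: 0% = median of compound wells and 100% = cells with positive control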
# Target sequence (Q8TDV0 whole entry, looked up): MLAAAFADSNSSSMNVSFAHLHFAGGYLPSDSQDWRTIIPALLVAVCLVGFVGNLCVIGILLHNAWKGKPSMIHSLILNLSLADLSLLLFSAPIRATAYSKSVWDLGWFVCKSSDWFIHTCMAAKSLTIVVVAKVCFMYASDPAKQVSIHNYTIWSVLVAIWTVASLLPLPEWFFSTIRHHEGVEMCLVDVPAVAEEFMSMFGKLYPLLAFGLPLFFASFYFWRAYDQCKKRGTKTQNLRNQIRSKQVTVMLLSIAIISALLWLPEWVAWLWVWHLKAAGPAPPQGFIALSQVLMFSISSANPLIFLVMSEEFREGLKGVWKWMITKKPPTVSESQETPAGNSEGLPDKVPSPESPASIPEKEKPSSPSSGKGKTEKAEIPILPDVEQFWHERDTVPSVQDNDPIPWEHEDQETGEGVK
# * marks the source's active call; other numbers are inactive results; . = not tested or not shown.
# A first look (6 entries):
SMILES,TEAD-YAP block,FBW7 act,MITF primary,GPR151 ag
c1ccc(N2CCN(c3cnccn3)CC2)nc1,-5,-0.1,4,-0.9
Cc1cc(Cl)ccc1NC(=O)CSc1n[nH]c(N)n1,1,0.1,-9,-1.0
CC(=O)c1cc2c(cc1NC(=O)CSc1nc3[nH]ncc3c(=O)n1-c1ccccc1)OCO2,-3,0.1,-2,0.5
Cn1nccc1C(=O)OCC(=O)Nc1sc2c(c1C#N)CCC2,0,0.3,3,0.3
CCN(CC)C(=O)CSc1nnc2n(C)c(=O)c3ccccc3n12,9,-0.3,-4,-0.6
O=C(CN1CCC(n2nnc3ccccc32)CC1)N1CCCC1,1,-0.1,4,-0.1

# All compounds of this part, previewed entries included:
SMILES,TEAD-YAP block,FBW7 act,MITF primary,GPR151 ag
c1ccc(N2CCN(c3cnccn3)CC2)nc1,-5,-0.1,4,-0.9
Cc1cc(Cl)ccc1NC(=O)CSc1n[nH]c(N)n1,1,0.1,-9,-1.0
CC(=O)c1cc2c(cc1NC(=O)CSc1nc3[nH]ncc3c(=O)n1-c1ccccc1)OCO2,-3,0.1,-2,0.5
Cn1nccc1C(=O)OCC(=O)Nc1sc2c(c1C#N)CCC2,0,0.3,3,0.3
CCN(CC)C(=O)CSc1nnc2n(C)c(=O)c3ccccc3n12,9,-0.3,-4,-0.6
O=C(CN1CCC(n2nnc3ccccc32)CC1)N1CCCC1,1,-0.1,4,-0.1
O=C(COC(=O)C1COc2ccccc2O1)Nc1nnc(-c2ccccc2)o1 (centres undefined),-39,-0.2,3,0.0
Cc1nc2ccccc2c2nn(CC(=O)NC3CC3)c(=O)n12,-2,0.1,-8,0.9
CC(C)=CCC/C(C)=C/CO/N=C1/[C@H]2CCn3c(=O)n(-c4ccccc4)c(=O)n3[C@H]2[C@H](O)[C@@H]2O[C@H]12,.,-0.1,-2,-1.8
O=C(O)CCCC(=O)N1N=C(c2ccccc2)CC1c1ccccc1 (centres undefined),-1,-0.1,6,0.1
CCCCCn1c(SCC(=O)c2ccc(Cl)cc2)nc2cc(C(=O)NCc3ccco3)ccc2c1=O,-5,0.0,2,0.4
CCc1ccccc1OCC(=O)Nc1cccc([N+](=O)[O-])c1,-40,0.0,-18,-0.4
C/C(=N/NC(=O)c1cccs1)c1ccccc1Cl,-23,0.1,15,0.0
COc1ccc(C(=O)N/C(=C/c2cccc([N+](=O)[O-])c2)C(=O)Nc2cc(C)cc(C)c2)c(Cl)c1,2,-0.1,-16,-0.7
O=c1[nH]cc(S(=O)(=O)N2CCN(c3ccccc3)CC2)c(=O)[nH]1,-2,0.1,8,0.0
CCCCNC(=O)CS(=O)Cc1nc(-c2cccc(C)c2)oc1C (centres undefined),1,-0.3,6,-0.3
O=C(NC1CC1)c1ccc2c3c(cccc13)CC2,9,-0.3,8,1.0
O=C(/C=C/c1ccc([N+](=O)[O-])s1)Nc1cccc(Br)c1,8,0.0,24,-2.4
O=C(/C=C/c1ccccc1[N+](=O)[O-])Nc1nc(-c2ccccc2)cs1,5,-0.3,18,0.2
Cc1nn(C(=O)c2ccccc2Br)c(C)c1Sc1ccccc1,3,0.5,-13,-1.4

# One compound at a time, as listed above. Order of values: TEAD-YAP block | FBW7 act | MITF primary | GPR151 ag
# `Cn1nccc1C(=O)OCC(=O)Nc1sc2c(c1C#N)CCC2` is listed with 0 | 0.3 | 3 | 0.3
# `Cc1cc(Cl)ccc1NC(=O)CSc1n[nH]c(N)n1` is listed with 1 | 0.1 | -9 | -1.0
# `CC(C)=CCC/C(C)=C/CO/N=C1/[C@H]2CCn3c(=O)n(-c4ccccc4)c(=O)n3[C@H]2[C@H](O)[C@@H]2O[C@H]12` is listed with . | -0.1 | -2 | -1.8

# Back to the main list, starting two compounds before the break.
SMILES,TEAD-YAP block,FBW7 act,MITF primary,GPR151 ag
O=C(/C=C/c1ccccc1[N+](=O)[O-])Nc1nc(-c2ccccc2)cs1,5,-0.3,18,0.2
Cc1nn(C(=O)c2ccccc2Br)c(C)c1Sc1ccccc1,3,0.5,-13,-1.4
COc1cc(Nc2nc(SCC(=O)NCc3ccc(C)cc3)nc3ccccc23)cc(OC)c1OC,4,0.1,7,1.0
CC(C)OCCCNC(=O)C(=O)Nc1cccc(Cl)c1,-53,0.1,13,-3.6
Nc1noc2c1c(=O)[nH]c1ccccc12,0,-0.1,-5,-1.6
O=c1c2ccccc2nc(SCc2ccc(F)cc2Cl)n1C1CCCC1,-6,0.0,2,-1.2
CCCC(C)NC(=O)CSc1nc(-c2ccccc2)cn1N (centres undefined),2,0.3,9,0.6
O=C(NCc1ccccc1C(F)(F)F)C1CC12CCN(Cc1ccoc1)CC2 (centres undefined),1,0.0,-7,-0.4
COc1ccc(-c2noc(CN(Cc3nccn3C)C(C)C)n2)cc1,-8,-0.1,3,3.9
Cc1ccc(-n2c(C)cc(/C=C3\C(=N)N4N=C(N5CCOCC5)SC4=NC3=O)c2C)cc1,-6,-0.1,-10,0.6
Cc1ccc(CSc2nnc3nc4c(nn23)c2ccccc2n4C)cc1,3,0.0,8,-0.5
Cc1ccc(S(=O)(=O)N(CC(=O)O)c2cccc(Cl)c2)cc1,3,-0.1,-2,-0.1
CC(C)CC(NC(=O)C(COCc1ccccc1)NC(=O)C1CCC(=O)N1C(=O)OCc1ccccc1)C(=O)N1CCCC1C(N)=O (centres undefined),-4,0.0,-5,1.9
CN(Cc1ccccc1)C(=O)C1=CC(c2cccs2)=NS(=O)(=O)N1C,-1,-0.2,-2,-0.3
CCCN(CCC)CCCNC(=O)C(=O)Nc1cccc(C(F)(F)F)c1,6,0.4,-4,3.8
O=C(Cn1nc2ccccc2n1)N1CCC(CO)(CCc2ccccc2)CC1,7,0.2,-3,-0.3
CCCCCCCNS(=O)(=O)c1ccc(C)c([N+](=O)[O-])c1,3,0.1,0,-0.1
CN(CC1Cc2ccccc2O1)C(=O)CCC1(Cc2ccc(Cl)cc2)CCC(=O)N1 (centres undefined),4,-0.1,9,2.6
COc1ccc(C(OC(=O)c2ccco2)C(=O)NC(C)(C)C)cc1OC (centres undefined),-3,0.2,13,0.7
COc1ccc(-c2csc(NC(=O)Cc3ccc(C)cc3C)n2)c(OC)c1,2,0.2,12,-0.8
CC(C)N(CCNc1cc(Nc2ccc(C(F)(F)F)cc2)ncn1)C(C)C,-5,0.0,5,2.1
O=C(Nc1nc(-c2cccc3ccccc23)cs1)c1ccccc1Cl,6,0.2,-1,1.3
COc1cc(C)c(CN2CCN(c3ncccn3)CC2)cc1C,3,-0.2,39,0.0
Cc1ccnc(NC(=O)c2cc(F)c(F)cc2Cl)n1,4,0.5,-2,-0.6
COC(=O)c1ccc(NC(=O)CCCOc2ccccc2)cc1,5,-0.1,-6,0.9
Cc1csc(NC(=O)c2ccco2)c1C#N,-48,0.0,-2,-0.4
O=C(NNC(=O)c1cccnc1)c1ccc(Br)cc1,0,-0.1,-8,1.9
Cc1ccc(CN(C(=O)C2C(C=C(Cl)Cl)C2(C)C)C2CCS(=O)(=O)C2)o1 (centres undefined),-11,-0.1,-6,0.3
OC1c2ccccc2-c2ccccc2C1O (centres undefined),6,0.3,14,1.0
COc1ccc(Cl)cc1C(=O)NCC(C)C,-6,-0.1,-2,0.0
Cc1cccn2c(CN[C@@H](CC(C)C)C(N)=O)c(C(=O)N3CCCCC3)nc12,10,-0.1,1,1.2
CC1=C(C(=O)OCC2CCCO2)C(c2ccc(C)s2)C2=C(CC(C)(C)CC2=O)N1 (centres undefined),10,0.4,1,-0.3
CCN1CCN(C(c2ccccc2F)c2nnnn2C2CCCC2)CC1 (centres undefined),7,0.4,6,-0.6
Cn1cnn(CN2CCCCC2)c1=S,8,-0.3,-3,-0.3
CCCCCCc1c(-c2ccccc2)nc2nc(-c3ccccc3)c(-c3ccccc3)nn12,0,0.1,7,-0.6
Cc1nc2n(CCN3CCCCC3)c3ccccc3n2c1C(=O)c1cccs1,-4,-0.3,2,-1.3
CNC(=O)c1ccsc1NC(=O)c1ccc(Cl)cc1Cl,2,-0.1,9,0.6
COc1ccc(Cn2ccn(Cc3ccc(F)cc3)c(=O)c2=O)cc1,4,0.6,9,13*
O=C(CSc1ccccc1)Nc1cc(C(=O)O)cc(C(=O)O)c1,7,0.1,7,1.6
O=C(CSc1ncnc2nc[nH]c12)c1ccc2ccccc2c1,-15,-0.2,-1,-0.2
CCOC(=O)c1c(NC(=O)c2cc(S(N)(=O)=O)c(Cl)cc2Cl)sc2c1CCCCC2,3,0.0,-1,-0.2
CCC1Oc2ccccc2N(CC(=O)Nc2ccc(OC)cc2OC)C1=O (centres undefined),-7,0.0,16,2.3
COc1cc(OC)c(N(C)C(=O)Cn2ncc3c(=O)oc4ccccc4c32)cc1Cl,11,-0.1,6,1.9
COc1ccc(C2C(C#N)=C(N)Oc3cc(O)cc(O)c32)cc1 (centres undefined),-8,-0.1,-10,-0.2
COc1ccc(-n2c(=O)[nH]c3c(C(N)=O)nc(-c4ccc(C)o4)nc32)cc1,4,-0.2,2,-1.6
COc1ccc(C(CC(=O)Nc2ccccc2)N2Cc3ccccc3C2=O)cc1OC (centres undefined),-1,0.1,6,0.0
O=C(O)/C=C\C(=O)n1c(Cc2ccccc2)nc2ccccc21,1,-0.1,-5,-1.2
O=C(Nc1ccccc1)c1c(F)cccc1Cl,-15,0.8,-3,-0.2
N#CCCCSc1nnc(-c2ccc(C#N)cc2)o1,14,0.2,8,-0.2
CC1CCCC(C)N1CCNc1nc2ccccc2c2nc(-c3cccnc3)nn12 (centres undefined),81*,0.5,3,-0.3
CC(=O)N1C(C(=O)NCCc2ccc(Cl)cc2)CSC12CCN(C)CC2 (centres undefined),4,-0.1,3,0.6
CC(Oc1ccccc1)C(=O)Nc1ccc(Cl)cc1F (centres undefined),2,0.7,11,-2.0
COc1ccc(-c2cc(C(=O)Nc3cccc(C)c3)c3ccccc3n2)cc1,2,0.0,6,1.1
CCC1C(=O)NCCN1Cc1ccc2c(c1)CN(Cc1cccc(C)n1)CCO2 (centres undefined),0,0.1,7,5.4*
O=C(Nc1ccncc1)C(=O)Nc1ccncc1,2,-0.2,-5,-0.6
O=C1NC(c2ccc(F)cc2)/C(=C(\O)c2ccc(Br)cc2)C1=O (centres undefined),-2,-0.3,1,-0.6
O=C(NCc1ccco1)c1ccc2c(c1)ncn2-c1ccc(F)cc1F,-11,0.0,5,-0.1
COc1ccc(C(=O)Oc2coc(CSc3nc(C)cs3)cc2=O)cc1OC,8,-0.2,-2,-0.1
CN1Cc2ccccc2CC1CNCc1c(C(=O)N2CCCC2)nc2sccn12 (centres undefined),1,0.1,11,1.1
O=C1/C(=C\c2cn(-c3ccccc3)nc2-c2ccc(F)cc2)NC(=S)N1c1ccccc1,-5,-0.1,2,-0.1
COc1cc(OC)cc(C(=O)N(c2ccc(C)c(Cl)c2)C2C=CS(=O)(=O)C2)c1 (centres undefined),7,0.0,8,-0.1
CCOC(=O)C(=CNc1ccc(C(N)=O)cc1)C(=O)OCC,-5,0.0,4,0.0
# More structures:
SMILES,TEAD-YAP block,FBW7 act,MITF primary,GPR151 ag
O=C(Nc1ccc(C(c2ccccc2)(c2ccccc2)c2ccc(NC(=O)C(F)(F)F)cc2)cc1)C(F)(F)F,-4,0.1,2,-0.3
CCCc1nc(SCC(N)=O)[nH]c(=O)c1CC,6,0.3,15,1.7
O=C(/C=C\Nc1ccc(S(=O)(=O)Nc2ncccn2)cc1)c1ccc2c(c1)OCO2,-12,0.1,5,0.2
Cc1ccc(NC(=O)c2nccnc2CO)cc1Cl,-73,-0.2,-4,-8.3
COc1cc2nc(N3CCCC3CO)nc(N)c2cc1OC (centres undefined),-11,0.0,8,-1.3
Cn1nc([N+](=O)[O-])c2c(-c3nc4ccccc4o3)c(N)n(CCc3ccccc3)c2c1=O,9,0.2,18,0.6
O=C(CSc1nnc(NC2CCCCC2)s1)Nc1ccc2c(c1)OCO2,-4,0.1,-5,-0.7
Cc1c(NC(=O)c2ccccc2)cc([N+](=O)[O-])cc1[N+](=O)[O-],2,0.0,-5,0.7
COc1ccc(/C=C/C(=O)NC2CCCCC2)cc1,-40,-0.2,2,-0.7
CCOC(=O)c1ccc(N2CCCCCC2)c(NC(=O)Nc2ccccc2)c1,-20,0.1,-10,1.3
COc1ccc(NC(=O)CNC(=O)c2ccco2)cc1Cl,-2,-0.2,-10,-0.4
CCOC(=O)c1ccc(N/C(C)=C/C(=O)c2ccccc2)cc1,-6,0.0,2,0.6
Cc1ccc(Nc2nc3nonc3n3nnnc23)cc1C,-8,0.2,16,-1.4
COC(=O)c1cc(NC(=O)Nc2cc(Cl)ccc2OC)cc(C(=O)OC)c1,0,0.0,14,-0.1
Fc1ccc2[nH]c3c(c2c1)CN(Cc1ccccc1)CC3,-1,-0.1,-5,-0.8
CC(C)CC(=O)Nc1nnc(S(=O)(=O)N(C)c2ccccc2)s1,-4,0.0,-4,1.2
COc1cc(C2C(C#N)=C(N)OC3=C2C(=O)CC(c2ccccc2)C3)ccc1OCc1ccccc1 (centres undefined),-11,-0.2,-4,-0.1
Cc1cccc(CSC2=NN3CCCC(=O)N=C3S2)c1,-33,0.0,8,1.7
COc1ccc2c(CN3CCN(C/C=C/c4ccccc4)CC3)cc(=O)oc2c1,1,-0.2,0,2.3
CCOC(=O)c1cc(C)sc1NC(=O)c1cccc(Cl)c1,0,0.0,-3,0.8
O=C1N[C@@H](Cc2ccccc2)C(=O)N2C[C@@H](NCc3ccccc3)C[C@@H]12,9,-0.2,-8,0.9
S=c1nc2ccc3[nH]s[nH]c3c2n1,6,1.0,6,-1.3
COc1ccccc1Nc1nc(-c2ccccc2)c2cc(Br)ccc2n1,6,-0.1,1,1.1
C#CCOc1ccc2c(c1)c(C(C)=O)c(C)n2-c1ccc(Br)cc1,-1,0.3,12,-0.1
